# Assay outcomes (PubChem BioAssay)
# Lipid storage S3: qHTS Assay for Lipid Storage Modulators in Drosophila S3 Cells; Drosophila S3 cells, BODIPY lipid droplet fluorescence, 18-24 h; cells fed with added oleic acid; Potency in µM for hits, for the others lipid storage change, negative = inhibition, % at the top dose, mostly 46.1 µM; 320,000 compounds, 0.64% hits; active = well fitted inhibition curve with a large enough effect in the signal ratio, with a control signal flat, not every such curve was filed as active; inconclusive = small, poorly fitted or top-dose-only effect, or effect the other way, or a change in a side signal; the % refers to the signal ratio
#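 Drosophila S3 cells loaded with oleic acid (400 uM, as added) and compounds at several concentrations; lipid droplets imaged by 488-nm laser-scanning cytometry, 500–530 nm intensity and object ratio to cell channel. Percent activity normalized to 20 uM Triacsin C.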
# Lipid storage S3 cell count max: also measured in Lipid storage S3; calls as there; cell number change, %; measured here: cell count max response;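 cells counted by Cell Tracker Red CMTPX staining in the red channel; peak over a dose series mostly up to 46.1 µM; percent activity relative to internal control wells on each plate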
# Numbers without * were called inactive; i = inactive; ? = inconclusive; . = no result given. % is set by controls: 0 for no effect and ±100 for the full control effect; potency is the fitted concentration of half-maximal effect. An excerpt. The share of hits here may be higher or lower than overall.
# Under each structure: Lipid storage S3, Lipid storage S3 cell count max
CN(C)S(=O)(=O)c1cccc(NC(=O)COC(=O)c2cn(-c3ccccc3)nc2-c2ccccc2)c1
  ?, .
C/C(=N/NS(=O)(=O)c1ccc(C)cc1)c1ccc(NC(=O)C(F)(F)F)cc1
  ?, .
CCOc1ccc(N2C(=O)CC(Sc3nc(-c4cccs4)cc(C(F)(F)F)c3C#N)C2=O)cc1 (stereo unspecified)
  -16%, -4
CC(C(=O)Nc1ccccn1)N1C(=O)c2ccccc2S1(=O)=O (stereo unspecified)
  19%, .
O=C(/C=C/c1cccc([N+](=O)[O-])c1)N1CCN(c2ccccc2F)CC1
  ?, .
O=C(c1ccc(Cl)cc1)N1CCc2c([nH]c3ccccc23)C1C(F)(F)F (stereo unspecified)
  1%, -8
CCN1CCN(c2cc(C)c3cc(NC(=O)c4ccc(OC)c(OC)c4)ccc3n2)CC1
  ?, .
Cc1cc(C)cc(NC(=O)NCc2ccccn2)c1
  ?, .
CCOc1ccc(N2C(=O)c3ccc(C(=O)OCC(=O)N(CC)C4CCS(=O)(=O)C4)cc3C2=O)cc1 (stereo unspecified)
  10%, -19
O=C(Nc1ccccc1)c1ccccc1O
  ?, .
CC(C)c1ccc(N(C(=O)c2snc(C(N)=O)c2N)C(C(=O)NC2CCCC2)c2ccncc2)cc1 (stereo unspecified)
  ?, .
COc1cc(NS(=O)(=O)c2cn(C)cn2)cc(OC)c1OC
  9%, -1
Cc1ccc(CNC(=O)C2CCN(C(=O)Nc3ccc(C)cc3)CC2)cc1
  ?, .
CCOc1ccccc1OCCCC(=O)Nc1nc2ccccc2[nH]1
  i, .
C=CCC1(CC=C)CCCN1C(=O)c1cc(COc2ccccc2SC)on1
  ?, .
Cc1cc(Cl)ccc1OCC(=O)N[C@@H](Cc1ccccc1)c1nc2ccccc2[nH]1
  ?, .
CC(C)(C)C1(C)OC(C(=O)NC2CCCCC2)C(C(=O)NC2CCCCC2)O1 (stereo unspecified)
  ?, .
Cn1c(N/N=C/c2ccccc2)nc2sc3c(c2c1=O)CCC3
  9%, -17
CC1(C)CC2CC(C)(CN2S(=O)(=O)c2ccc(C(=O)Nc3cc(S(=O)(=O)N4CCOCC4)ccc3Cl)cc2)C1 (stereo unspecified)
  ?, .
Cc1nc([N+](=O)[O-])cn1CC(=O)c1ccc(Cl)cc1
  ?, .
O=c1c(C=NCCCn2ccnc2)c(-c2ccccc2)[nH]n1-c1nc2ccccc2s1
  ?, .
COC(=O)c1cc(OC)c(OC)cc1NC(=O)c1ccc(OC)cc1
  ?, .
Cn1cccc1/C=N/NC(=O)c1ccc(OC(F)(F)C(F)F)cc1
  ?, .
Cc1ccc(Oc2ccc(C(F)(F)F)cc2[N+](=O)[O-])c([N+](=O)[O-])n1
  ?, .
CCCN(CCC)C(=O)c1cc2c(=O)n3cccc(C)c3nc2s1
  0%, -5
COc1ccc(/C=C/c2ccc3ccccc3[n+]2C)cc1OC
  5%, 12
CN1C(=O)C(C)(C)c2cc(S(=O)(=O)N3CCCCCC3)ccc21
  1%, 6
COCCN(C(=O)Nc1ccc(OC)cc1)c1nc2ccccc2s1
  ?, .
CCNc1nc(NCC)nc(N(C)n2cnnc2)n1
  -3%, 8
CCOC(=O)c1ccccc1NC(=O)Cc1sc(-c2cccnc2)nc1-c1ccc(C)cc1
  ?, .
Clc1ccc(-c2nc(-c3ccccn3)no2)cc1Cl
  ?, .
Cc1cc(C)c(S(=O)(=O)NCC(=O)O)cc1C
  7%, -11
Cc1nn(C)c(C)c1/C=N/NC(=O)C(C)(C)Oc1ccc(Cl)cc1
  i, 12
CC(=O)NC(Cc1ccccc1)C(=O)NC1CCN(C(=O)c2cnccn2)CC1 (stereo unspecified)
  i, .
CCOC(=O)c1[nH]c2ccc(OC)cc2c1NC(=O)c1ccccc1C(=O)O
  ?, .
CC(=O)NC1=NN(C(C)=O)C(C)(c2ccc(C)cc2)S1 (stereo unspecified)
  7%, 3
C=CCN1C(=O)/C(=C/c2ccc(OC(C)=O)c(OCC)c2[N+](=O)[O-])SC1=S
  ?, .
CC1CCCC(C)N1/N=C/c1ccccc1OC(F)F (stereo unspecified)
  ?, .
C=CCn1c(SCC(=O)Nc2nnc(CC)s2)nnc1-c1ccco1
  i, 9
Cc1cccc(NC(=O)CCNS(=O)(=O)c2cccc3nsnc23)c1C
  ?, .
CCOc1cc(CN2CCN(c3ccc(C(C)=O)cc3)CC2)ccc1OC
  -3%, 10
COCCNC(=O)CCCN1C(=O)c2ccccc2Sc2ncccc21
  27%, .
COc1ccc(CN2CCN(Cc3ccon3)CC2CCO)c(C)c1C (stereo unspecified)
  ?, .
COc1ccc(Nc2cc(C)nc3ccccc23)cc1
  ?, .
Cc1ccccc1Nc1nnc(SCC(=O)N(C)C2CCS(=O)(=O)C2)s1 (stereo unspecified)
  ?, .
COc1ccc(Nc2nc3ccccc3n3cnnc23)cc1Cl
  8%, 12
COC(=O)CSc1nc(N2CCOCC2)c2c(c1C#N)CCCC2
  ?, .
O=C(CNC(=O)c1ccc(Br)o1)NCc1ccc(Cl)cc1
  -4%, 22
COc1ccccc1OCc1ccc(C(=O)n2nc(C)c(Cl)c2C)o1
  ?, .
C/C(=N\NC(=O)c1ccccc1F)c1cccc(NC(=O)c2ccc(C)cc2)c1
  ?, .
CN(C)C(=O)c1cccn1-c1ncc(C(F)(F)F)cc1Cl
  ?, .
O=C(Nc1ccc(F)cc1)C1CCCN(S(=O)(=O)c2cccc3nonc23)C1 (stereo unspecified)
  ?, .
O=C(Nc1nnc(S(=O)(=O)N2CCOCC2)s1)c1cccc(F)c1
  ?, .
COc1cccc2cc(C(=O)C3=C(O)C(=O)N(CCN4CCOCC4)C3c3cccc(Cl)c3)oc12 (stereo unspecified)
  i, 5
CC(=O)N1CCc2cc(S(=O)(=O)NCCC(=O)N3CCc4ccccc4C3)ccc21
  -2%, -23
Cc1ccc(S(=O)(=O)N2CCC(C(=O)OCC(=O)N(CC(C)C)C3CCS(=O)(=O)C3)CC2)cc1C (stereo unspecified)
  ?, .
CCCOc1ccc(C2c3c(oc4ccccc4c3=O)C(=O)N2CCCN2CCOCC2)cc1 (stereo unspecified)
  i, .
Cc1cccc(-n2c(Cc3cc(=O)[nH]c(=O)[nH]3)nnc2SCC(=O)N2CCc3ccccc32)c1
  -4%, -11
CCCCCn1c(SCC(=O)CC(=O)OCC)nc2cc(C(=O)N3CCC(C(N)=O)CC3)ccc2c1=O
  5%, .
O=C(C[n+]1ccc(Cc2ccccc2)cc1)Nc1ccccc1
  ?, .

# Further structures:
# Under each structure: Lipid storage S3, Lipid storage S3 cell count max
CCOC(=O)/C(C(N)=NC)=C(\O)c1ccccc1
  ?, .
COc1ccc(OC)c(-c2cc(C(=O)Nc3c(C)nn(Cc4ccccc4)c3C)no2)c1
  ?, .
COc1cccc2cc(C(C)N(CCCN3CCOCC3)C(=S)Nc3ccc(C)c(C)c3)oc12 (stereo unspecified)
  ?, .
CCCn1nc(-c2ccccc2)c2nc3ccccc3nc21
  ?, .
COc1ccc(OC)c(C2=NOC(C(=O)Nc3cc(C)nn3-c3ccccc3)C2)c1 (stereo unspecified)
  ?, .
C/C(CC(=O)N1CCN(C=O)CC1)=N\NC(=O)c1ccc(Br)cc1
  -17%, 12
O=C(Nc1ccc2c(c1)OCO2)C(c1ccccc1)N1CCCCC1 (stereo unspecified)
  ?, .
Cc1cc(Cl)ccc1NC(=O)CN1C(=O)NC2(CCCC2)C1=O
  ?, .
COCCNC(=S)N(CCc1c(C)[nH]c2ccccc12)Cc1ccco1
  19%, .
CCn1c(COc2cccc3ccccc23)nnc1SCC(=O)OC1CCCCC1
  i, 0
COCCn1c(SCC(=O)N2CCCc3ccccc32)nnc1-c1ccoc1C
  6%, -1
NS(=O)(=O)c1ccc(NC(=O)COc2ccc(S(=O)(=O)N3CCCC3)cc2)cc1
  ?, .
COC(CNC(=O)CCc1c(C)nc2c(-c3ccccc3)c(C)nn2c1C)OC
  8%, 12
Cc1ccccc1C(=O)NC1CCN(Cc2nnnn2CCc2ccccc2)CC1
  ?, .
CCOc1ccc(-c2[nH]nc3c2C(c2ccc(O)cc2)C(C#N)=C(N)O3)cc1 (stereo unspecified)
  i, 7
O=C(c1ccc2ccccc2c1)N1CCN(Cc2ccccc2)CC1
  ?, .
CC1(C)CC(NC(=O)c2ccc3c(c2)OCO3)CC(C)(C)N1
  ?, .
COC(=O)c1cn(-c2ccccc2)nc1-c1ccccc1
  ?, .
COc1ccc(C/C(N)=N/n2cnnc2)cc1
  ?, .
CCn1ncc(Br)c1C(=O)NC1CCCCCCC1
  ?, .

# Among those listed so far, these contain an NH in an aromatic ring:
# Under each structure: Lipid storage S3, Lipid storage S3 cell count max
O=C(c1ccc(Cl)cc1)N1CCc2c([nH]c3ccccc23)C1C(F)(F)F (stereo unspecified)
  1%, -8
CCOc1ccccc1OCCCC(=O)Nc1nc2ccccc2[nH]1
  i, .
Cc1cc(Cl)ccc1OCC(=O)N[C@@H](Cc1ccccc1)c1nc2ccccc2[nH]1
  ?, .
O=c1c(C=NCCCn2ccnc2)c(-c2ccccc2)[nH]n1-c1nc2ccccc2s1
  ?, .
CCOC(=O)c1[nH]c2ccc(OC)cc2c1NC(=O)c1ccccc1C(=O)O
  ?, .
Cc1cccc(-n2c(Cc3cc(=O)[nH]c(=O)[nH]3)nnc2SCC(=O)N2CCc3ccccc32)c1
  -4%, -11
COCCNC(=S)N(CCc1c(C)[nH]c2ccccc12)Cc1ccco1
  19%, .
CCOc1ccc(-c2[nH]nc3c2C(c2ccc(O)cc2)C(C#N)=C(N)O3)cc1 (stereo unspecified)
  i, 7

# Later entries.
# Under each structure: Lipid storage S3, Lipid storage S3 cell count max
O=C(NCc1cccnc1)c1ccc(Cl)c(S(=O)(=O)Nc2ccccc2C(=O)NCc2cccnc2)c1
  ?, .
O=C(COc1ccc2c(C(F)(F)F)cc(=O)oc2c1)Nc1ccc(N2CCOCC2)cc1
  5%, 18
CC(=O)Nc1ccc(NC(=O)c2ccccc2CCc2ccccc2)cc1
  ?, .
CSc1ccccc1NC(=O)c1ccc(Br)o1
  ?, .
CCc1cccc2c1NC(=O)C2(O)CC(=O)c1cccs1 (stereo unspecified)
  ?, .
COc1cccc(NC(=O)c2oc3ccccc3c2NC(=O)C2CC2)c1
  ?, .
O=c1c2c3c(sc2n2cnnc2n1CCc1ccccc1)CCCC3
  ?, .
Cc1ccccc1C(=O)N/N=C/c1ccc([N+](=O)[O-])s1
  i, 1
COCC(C)NC(=O)NC1(C(F)(F)F)Oc2ccc(Cl)cc2O1 (stereo unspecified)
  6%, -9
O=c1cc(CO)oc(C(Nc2ccccn2)c2cccc(F)c2)c1O (stereo unspecified)
  ?, .
CC1CCN(C(=O)COC(=O)CNC(=O)C23CC4CC(CC(C4)C2)C3)CC1
  7%, -4
CCc1nc2oc3cc(OC)ccc3c(=O)c2c(=O)n1Cc1ccco1
  ?, .
O=C(CCc1nc2ccccc2c(=O)[nH]1)N1CCN(S(=O)(=O)c2ccccc2Br)CC1
  ?, .
Cc1ccc2nsnc2c1S(=O)(=O)N1CCOCC1
  1%, 11
Cc1ccc(Sc2ncccc2C(=O)NC2CCCCCC2)cc1C
  22%, 9
O=C(Nc1ccc2[nH]c(=O)[nH]c2c1)c1cccc([N+](=O)[O-])c1
  i, 0
CCCOc1ccc(/C(O)=C2/C(=O)C(=O)N(CCN(C)C)C2c2ccco2)cc1 (stereo unspecified)
  ?, .
O=C1C2C3C=CC(C4CC34)C2C(=O)N1/N=C/c1c[nH]c2ccccc12 (stereo unspecified)
  8%, 4
COc1ccc(-c2ccc(Nc3ccc(C(=O)N4CCOCC4)cc3)nn2)cc1OC
  -13%, 7
CCn1cc(C(=O)NCCc2ccc(Cl)cc2)c(=O)c2cc(S(=O)(=O)N(C)C)ccc21
  ?, .
O=C(C1=C[C@@H](C2CCCCC2)C[C@@H](OCCCCO)O1)N1CCN(Cc2ccc3c(c2)OCO3)CC1
  -3%, -12
COc1ccc(/C=C/C(=O)NCCN=C2NS(=O)(=O)c3ccccc32)cc1
  ?, .
Cc1ccc(-n2c(C)cc(C)c(C#N)c2=O)cc1
  ?, .
COc1ccc2oc(C(=O)NCCc3ccccc3)c(C)c2c1
  ?, .
O=C(CS(=O)(=O)c1c[nH]c2ccccc12)N1CCCCC1
  0%, -4
CC1CN(S(=O)(=O)c2ccc(C(=O)Nc3nccs3)cc2)CC(C)O1 (stereo unspecified)
  ?, .
Nc1nnc(-c2cccc(F)c2)s1
  ?, .
Cc1cc(C)c(S(=O)(=O)c2ccccc2)c(N2CCOCC2)n1
  ?, .
CC1CCN(C(=O)CN(Cc2ccc(Cl)cc2)S(C)(=O)=O)CC1
  i, -18
CCOC(=O)c1c(-c2ccc(Cl)cc2)c(C#N)c(=O)n(N)c1N
  ?, .
COc1ccccc1CNC(=O)C1CSC2(C)CCC(=O)N12 (stereo unspecified)
  ?, .
CSc1cccc(CNC(=O)C2CCC(=O)N(CCc3ccccn3)C2)c1 (stereo unspecified)
  i, -11
CCS(=O)(=O)c1nc(S(=O)(=O)c2ccc(C)cc2)c(N2CCC(O)CC2)s1
  ?, .
C=CCOc1ccc(C2C(C#N)=C(N)N(N(C)C)C3=C2C(=O)CCC3)cc1 (stereo unspecified)
  ?, .
COc1ccccc1NC(=O)c1ccc(-c2ccccc2[N+](=O)[O-])o1
  -2%, .
